Source: PubChem
HCV inh = inhibitors of hepatitis C virus infection. Huh7.5.1 HCVcc-Cre infection, luciferase reporter, 44 h. Potency, µM (top dose mostly 41.8 µM), for the others: top-dose activity change, negative = inhibition, actives largely listed as inhibitors. actives 3.4% (n = 340,000). AID 651820; also: potency is read from the fitted curve at half-maximal effect
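Compounds are dispensed onto cells plated 4 h earlier at 1,000 per well, with HCVcc-Cre virus (about 0.5 moi) added next. Following 44 h of culture, luminescent signal is measured for 15 sec after 15 min with substrate at room temperature.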
TbPYK inhibitor = T. brucei pyruvate kinase inhibition | actives 0.12% (n = 410,000) | Q57TT1 | TbPYK enzyme, Kinase-Glo Plus ATP luminescence, 45 min | Potency, µM (highest dose often 76.8 µM), inactives show at the top dose activity, negative = inhibition, usual class: inhibitors; also: potency is read from the fitted curve at half-maximal effect; nearly all actives have a fitted effect of over 50% in size
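Activity of T. brucei pyruvate kinase was followed by Kinase-Glo Plus luminescence after the enzyme reacted 45 min at room temperature with 130 uM ADP (final) and substrate. Test compounds were added before ADP at multiple concentrations.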
AmpC no deterg = blocks E. coli AmpC beta-lactamase in detergent-free assay; actives 0.52% (n = 330,000); AID 485341; Potency, µM (titrated, usually from 57.1 µM), without a hit: top-dose activity change, negative = inhibition, actives largely listed as inhibitors; AmpC nitrocefin hydrolysis, absorbance 480 nm, 0.0001% Triton;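 also: potency is read from the fitted curve at half-maximal effect; plate controls were no compound for no effect and no enzyme for full effect; nearly all actives have a fitted effect of over 20% in size; some results filed as inactive show a strong effect at the top dose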
Target sequence (P00811 whole entry, looked up): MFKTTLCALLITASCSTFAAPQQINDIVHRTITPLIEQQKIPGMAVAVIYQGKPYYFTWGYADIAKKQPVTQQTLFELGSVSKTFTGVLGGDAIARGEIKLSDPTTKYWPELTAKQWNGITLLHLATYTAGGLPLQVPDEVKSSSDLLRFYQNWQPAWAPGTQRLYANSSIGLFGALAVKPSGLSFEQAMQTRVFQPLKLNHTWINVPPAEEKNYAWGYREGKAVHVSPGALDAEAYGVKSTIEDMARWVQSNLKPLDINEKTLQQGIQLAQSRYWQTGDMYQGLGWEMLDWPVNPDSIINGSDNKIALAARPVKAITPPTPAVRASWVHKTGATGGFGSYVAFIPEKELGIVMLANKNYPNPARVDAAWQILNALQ
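20 mM phosphate pH 7.0 + 0.01% (detergent screen) or 0.0001% Triton X-100; 5.3 nM AmpC reagent; cpd preinc 15 min RT; nitrocefin (800 uM stock) to start; A480 q20 s × 4 min; Activity was normalised to no-enzyme and no-compound control wells.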
AmpC inh detg = blocks E. coli AmpC beta-lactamase in detergent assay | P00811 | AmpC hydrolysis of nitrocefin, absorbance 480 nm, 0.01% Triton | Potency, µM (titrated, usually from 114 µM), inactives show at the highest dose activity change, negative = inhibition, actives largely listed as inhibitors | actives 0.041% (n = 370,000);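 also: potency is read from the fitted curve at half-maximal effect; 0% = no-compound wells and -100% = no-enzyme wells; nearly all actives have a fitted effect of over 25% in size; some results filed as inactive show a strong effect at the top dose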
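20 mM phosphate pH 7.0 + 0.01% (detergent screen) or 0.0001% Triton X-100; 5.3 nM AmpC reagent; cpd preinc 15 min RT; nitrocefin (800 uM stock) to start; A480 q20 s × 4 min; Activity was normalised to no-enzyme and no-compound control wells.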
LmPK inhibitor = inhibitors of Leishmania mexicana pyruvate kinase; Q27686; Potency, µM (highest dose often 57.5 µM), without a hit: at the highest dose activity change, negative = inhibition, hits mostly inhibitors; purified LmPK, Kinase-Glo ATP luminescence, 1 h; actives 0.37% (n = 290,000); AID 1721; also: potency is read from the fitted curve at half-maximal effect
Target sequence (Q27686 whole entry, looked up): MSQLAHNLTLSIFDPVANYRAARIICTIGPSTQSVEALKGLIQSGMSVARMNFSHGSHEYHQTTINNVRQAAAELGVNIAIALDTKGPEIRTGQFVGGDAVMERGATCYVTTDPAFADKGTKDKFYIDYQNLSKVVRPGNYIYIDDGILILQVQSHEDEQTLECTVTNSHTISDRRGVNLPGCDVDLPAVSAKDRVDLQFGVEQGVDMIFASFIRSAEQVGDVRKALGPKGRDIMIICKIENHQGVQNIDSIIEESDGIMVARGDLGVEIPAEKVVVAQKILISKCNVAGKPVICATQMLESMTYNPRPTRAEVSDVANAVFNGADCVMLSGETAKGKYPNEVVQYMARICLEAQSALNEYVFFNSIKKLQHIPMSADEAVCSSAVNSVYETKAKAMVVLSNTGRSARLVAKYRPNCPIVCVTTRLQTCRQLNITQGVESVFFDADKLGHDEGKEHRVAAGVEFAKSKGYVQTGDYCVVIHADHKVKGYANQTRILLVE
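Kinase-Glo luminescence read after 1 h RT reaction of 0.1 nM LmPK with 0.5 mM PEP and 0.1 mM ADP. Activity scaled between uninhibited and enzyme-free controls.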
AMA1-RON2 inh = inhibitors of Plasmodium falciparum AMA1-RON2 interaction. AlphaScreen AMA1-biotinylated RON2 peptide binding. actives 0.2% (n = 360,000). Potency, µM (series often up to 58.2 µM), for inactives: at the highest dose activity change, negative = inhibition, most hits filed as inhibitors. AID 720542;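 also: potency is read from the fitted curve at half-maximal effect; 0% = vehicle wells and -100% = peptide control; nearly all actives have a fitted effect of over 45% in size; some results filed as inactive show a strong effect at the top dose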
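AMA1 (3D7) with his tag at 25 nM final met compounds first, then biotinylated RON2 peptide at 25 nM; detection used donor plus acceptor beads, 10 µg/mL apiece, read by AlphaScreen after 30 min at room temperature.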
HCMV antiviral = human cytomegalovirus inhibition | HFF cells, HCMV-luciferase reporter, 72 h; hits give low values | activity change, negative = inhibition, % at 57.5 µM | actives 4.5% (n = 410,000) | AID 1259415; in the data active = activity change below about -60%; inconclusive = no clear call, values can overlap the other calls; inactive = above about -39%
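Two compound doses tested in HFFs infected with HCMV-luciferase, MOI 1 PFU/cell, 72 h at 37C. Lysate luminescence read with OneGlo; data normalized against buffer-only and 10uM Salinomycin inhibitor controls.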
An asterisk follows results filed as active; ? = inconclusive; . = not tested or not shown; [ ] = dose if it differs, or a comment. Unless noted, calls follow the shape of the dose curve; as a rule, active = well fitted curve in the direction sought with a large enough effect; inconclusive = small, poorly fitted or top-dose-only effect, or another doubt; inactive = no such curve, though single readings can be large; an effect the other way counts as inactive or inconclusive. Unless noted, % is scaled to controls: 0 for no effect and ±100 for the full control effect.

#	SMILES	HCV inh	TbPYK inhibitor	AmpC no deterg	AmpC inh detg	LmPK inhibitor	AMA1-RON2 inh	HCMV antiviral
1	COc1cccc(-n2c(CN3CCN(c4ccccc4)CC3)nc3ccc([N+](=O)[O-])cc3c2=O)c1	5.1%	-2.1%	-35.7%	-12.1%	1.6%	-23.9%	71.5
2	COc1ccc(-c2nc(C)c(CCNC(=O)c3cccs3)s2)cc1OC	.	1.8%	.	1.9%	.	.	69.5
3	CN1CCN(c2ccc(Cl)cc2N)CC1	3.6%	-1.7%	-10.5%	1.2%	-4.5%	-3.5%	0.0
4	CCN(C(=O)COc1ccc(C(=O)c2ccccc2)cc1)c1ccccc1	?	0.0%	18.9%	-5.0%	-7.8%	28.7%	-19.6
5	C=CCN(CC=C)C(=O)CN1C(=O)NC(c2ccccc2)(c2ccccc2)C1=O	0.1%	-7.3%	45.8%	0.6%	-0.5%	-11.6%	-8.4
6	CCOC(=O)C1(CCOc2ccccc2)CCN(Cc2cccc(-n3cccn3)c2)CC1	12.6µM*	13.9%	77.2%[activator]	8.2%	-0.1%	-6.0%	-39.1
7	COC(=O)Cc1cc(=O)[nH]c(/N=C(\N)Nc2ccccc2C)n1	-0.8%	3.5%	-16.4%	-6.5%	5.6%	19.6%	-29.8
8	Cc1cc(C)n(C(=O)c2cc3c(s2)CCCC3)n1	-8.2%	2.4%	-19.7%	-10.3%	-6.2%	38.7%[activator]	39.5
9	CC(C)(C)NC(=O)CN(C(=O)CS(=O)CC(=O)Nc1ccc(F)cc1)c1ccc(F)c(Cl)c1 (stereo not drawn)	11.6%	-7.4%	97.1%[activator]	?	1.7%	-3.8%	10.2
10	Cc1ccc(C)c(NC(=O)c2nnn(Cc3ccccc3C)c2N)c1	?	12.9%	-16.7%	-1.0%	1.8%	-8.7%	2.1
11	COc1ccc(CCNC(=S)N2CCN(S(=O)(=O)c3cccc(F)c3)CC2)cc1	5.5%[8.37 µM]	-5.2%	-5.6%	?	.	8.9%	-29.2
12	Cc1ccc(C(=O)c2cn[nH]c2-c2cc(Cl)ccc2O)cc1	1.2%	?	-35.9%	-0.4%	-2.0%	24.1%	-8.1
13	Cc1nnc(C)c2c(C)n(-c3ccc4ncccc4c3)c(C)c12	-18.3%	-2.3%	54.1%	-5.4%	-0.7%	-13.8%	4.8
14	Cc1ccccc1CNC(=O)c1ccc(-c2nc(CS(=O)(=O)c3ccccc3)c(C)o2)cc1	.	-3.6%	.	22.3%	.	.	-25.0
15	O=C(Nc1ccnc(-c2cccnc2)n1)c1ccc(Cl)c(Cl)c1	-18.1%	?	-14.6%	-8.7%	-2.0%	0.5%	-15.9

Compound profiles, as listed above. Values in the order: HCV inh, TbPYK inhibitor, AmpC no deterg, AmpC inh detg, LmPK inhibitor, AMA1-RON2 inh, HCMV antiviral
Listed for COc1ccc(CCNC(=S)N2CCN(S(=O)(=O)c3cccc(F)c3)CC2)cc1 : 5.5%[8.37 µM], -5.2%, -5.6%, ?, ., 8.9%, -29.2
Listed for CCOC(=O)C1(CCOc2ccccc2)CCN(Cc2cccc(-n3cccn3)c2)CC1 : 12.6µM*, 13.9%, 77.2%[activator], 8.2%, -0.1%, -6.0%, -39.1
Listed for Cc1nnc(C)c2c(C)n(-c3ccc4ncccc4c3)c(C)c12 : -18.3%, -2.3%, 54.1%, -5.4%, -0.7%, -13.8%, 4.8
Listed for Cc1ccc(C)c(NC(=O)c2nnn(Cc3ccccc3C)c2N)c1 : ?, 12.9%, -16.7%, -1.0%, 1.8%, -8.7%, 2.1
Listed for Cc1cc(C)n(C(=O)c2cc3c(s2)CCCC3)n1 : -8.2%, 2.4%, -19.7%, -10.3%, -6.2%, 38.7%[activator], 39.5

The main list resumes with the 2 entries that preceded the break.
#	SMILES	HCV inh	TbPYK inhibitor	AmpC no deterg	AmpC inh detg	LmPK inhibitor	AMA1-RON2 inh	HCMV antiviral
14	Cc1ccccc1CNC(=O)c1ccc(-c2nc(CS(=O)(=O)c3ccccc3)c(C)o2)cc1	.	-3.6%	.	22.3%	.	.	-25.0
15	O=C(Nc1ccnc(-c2cccnc2)n1)c1ccc(Cl)c(Cl)c1	-18.1%	?	-14.6%	-8.7%	-2.0%	0.5%	-15.9
16	COc1ccc(OC)c(NC(=O)c2csc(Cl)c2OC)c1	?	3.5%	3.1%	8.2%	-4.1%	-4.8%	126.9
17	CN(C)c1ccc(C(=O)/C=C/c2ccco2)cc1	0.9%	-17.1%	-35.0%	?	-21.9%	-14.4%	35.1
18	O=C(CN1CCCN(S(=O)(=O)c2ccc(Br)cc2)CC1)Nc1ccc2c(c1)OCO2	-5.6%	.	-9.4%	-5.9%	2.0%	.	.
19	CC(C)(C)c1ccc(C(=O)OCc2c(-c3ccccc3)ncc3ccccc23)cc1	6.6%	-4.9%	-10.8%	.	.	3.1%	2.8
20	O=C(N1CCCCC1)N1CCCN(C(=O)N2CCCCC2)CC1	32.6%[activator]	-3.5%	-3.1%	-1.8%	-2.2%	-5.2%	-4.5
21	COc1ccc(-c2cnc3c(NC(C)=O)cc(-c4cccc(C(=O)NCCN(C)C)c4)cn23)cc1OC	.	2.6%	.	.	.	-6.8%	-5.0
22	COc1ccc(S(=O)(=O)N(C)C[C@H]2Oc3ccc(NS(=O)(=O)c4ccccc4)cc3CC(=O)N([C@H](C)CO)C[C@@H]2C)cc1	-6.0%	3.0%	222.8%[activator]	.	.	-1.7%	-5.1
23	COc1ccccc1-n1cc(CN2CCN(CC=C(C)C)C(CCO)C2)cn1 (stereo not drawn)	13.4%	-4.5%	-3.0%	0.4%	-1.7%	2.0%	-38.5
24	CC(=O)Nc1ccc(S(=O)(=O)Nc2nccc(/C=C/c3ccc(Cl)cc3)n2)cc1	6.4%	-12.0%	-18.0%	?	5.3%	15.6%	-73.1*
25	CC(C(=O)NCCS(=O)(=O)c1ccc(Br)cc1)S(=O)(=O)c1ccc(Cl)cc1 (stereo not drawn)	-12.2%	2.3%	16.3%	1.4%	7.3%	4.0%	74.8
26	Cc1ccccc1C(=O)N1Cc2ccccc2-n2nncc2C1	.	10.7%	.	.	.	10.1%	-7.7
27	O=C(N1CCCC1)C12CCC3CC(CC(C3)C1)C2	2.2%	1.9%	-14.7%	?	-0.8%	-15.2%	65.4
28	Cc1cnn(C(=S)NCC2CCCO2)c1 (stereo not drawn)	21.6%	-3.6%	-12.0%	?	-3.0%	39.5%[activator]	-9.0
29	Cc1ccccc1OCC(=O)NCC(=O)OCc1ccc(Br)cc1	23.8%	-11.1%	6.0%	3.8%	0.0%	25.7%	3.2
30	CCOc1ccc2nc(NC(=O)c3cccc(-c4cc5ccccc5oc4=O)c3)sc2c1	?	-18.0%	-18.5%	-4.1%	0.9%	14.6%	-30.3
31	CC1CCCN(CC(O)COc2ccc(-c3ccccc3)cc2)C1 (stereo not drawn)	2.82µM*	1.0%	28.3%	-4.5%	-1.6%	8.4%	-28.4
32	Cc1ccc(S(=O)(=O)NC(=O)C2(C)CCN2C(=O)Cc2cccs2)nc1 (stereo not drawn)	.	-2.2%	.	.	.	97.7%[activator]	24.7
33	O=C(CN(C(=O)CCC(=O)Nc1ccccn1)c1ccccc1F)NCc1ccc2c(c1)OCO2	5.7%	-5.5%	-18.3%	-12.4%	12.9%	-3.4%	17.5
34	COC(=O)c1sccc1NS(=O)(=O)c1ccc(OC)cc1	-24.3%	-9.4%	-20.1%	?	15.3%	9.0%	-38.4
35	Cc1ccc(OCC(=O)Oc2c(C)cccc2C)cc1	7.2%	-2.9%	-18.1%	-8.9%	2.5%	23.4%	17.3
36	N#Cc1nc(-c2cccc3ccccc23)oc1NCCN1CCCCC1	11.2µM*	-0.5%	21.8%	-0.4%	-3.0%	-6.4%	88.9
37	O=C(C1=COCCO1)N1CCN(c2nc3ccc([N+](=O)[O-])cc3s2)CC1	?	-9.2%	2.6%	-14.4%	.	5.3%	-14.9
38	Cc1ccc(C)c(N2CCN(c3nc4ccccc4n4c(C)nnc34)CC2)c1	.	1.9%	.	20.7%	.	.	1.8
39	COc1ccccc1NC(=O)N(Cc1ccccc1)C1=NCC(C)S1 (stereo not drawn)	-10.0%	.	-17.3%	-6.3%	-2.8%	30.7%	-14.3
40	CNC(=O)Cn1nc(C)c2ccccc2c1=O	8.9%	-4.9%	-13.5%	?	-2.9%	-4.8%	-30.2
41	O=C(NCc1ccccc1CN1CCCC1)c1cc2cc(Cl)ccc2o1	10µM*	-2.7%	-0.6%	2.8%	.	-1.8%	0.0
42	Cc1ccc(-n2c(SCC(=O)N3CCOCC3)nnc2-c2ccncc2)cc1C	6.5%	2.5%	1.6%	-7.6%	-3.4%	-3.3%	-30.3
43	O=C(NC1CCN(C(=O)c2cccc([N+](=O)[O-])c2)CC1)c1ccccc1	-4.7%	4.0%	-5.8%	-6.3%	1.1%	13.1%	13.4
44	COc1ccc(OCc2cc(=O)c3ccc4c(c3o2)C=CC(C)(C)O4)cc1OC	?	0.2%	119.2%[activator]	.	.	?	10.6
45	CCOC(=O)C(CC)n1cnc2c(oc3ccccc32)c1=O (stereo not drawn)	-8.0%	2.1%	-21.5%	0.9%	-0.5%	3.8%	29.3
46	CCn1c(SCC(=O)Nc2ccc(OC)cc2)nc2nc3c(cc2c1=O)COC(C)(C)C3	?	0.8%	78.8%[activator]	3.8%	7.2%	-2.9%	?
47	O=C(c1ccccc1)N1CCC(c2nc3c(nnn3Cc3ccco3)c(=O)[nH]2)CC1	6.2%	1.9%	0.0%	-7.8%	-0.8%	-1.4%	-37.2
48	O=C(Nc1ccc2c(c1)OCO2)c1cc(C2CCCCN2C(=O)c2ccc3ccccc3c2)on1 (stereo not drawn)	.	0.5%	.	.	.	-1.6%	-0.8
